# SKKanGAS inh = SKKanGAS growth inhibition; AID 1662; hit rate 1.3% among 300,000; S. pyogenes SKKanGAS, kanamycin growth, BacTiter-Glo, 6 h; inhibition, % at 7.5 µM;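 active = mean replicate score, as percent of positive control median, at least 50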;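 also: strain carries kanamycin resistance gene driven by streptokinase promoter and grows in 40 µg/ml kanamycin; loss of luminescence reflects streptokinase promoter inhibition or plain growth inhibition; 0% = median of DMSO wells and 100% = positive control at its reference dose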
# MrgX1 antagonist = blocks BAM8-22 activation of human MrgX1 receptor; hit rate 1.3% among 310,000; MRGX1-HEK293 calcium flux, Fluo-4, BAM8-22 antagonism; stronger effect = lower value; B-score at 10 µM; AID 588676;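 active = calcium-response B-score plate-corrected more than 3 library SD below zero, starting fluorescence within 5 deviations, no agonist response on first addition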;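 also: peak minus trough fluorescence over baseline after final BAM8-22 challenge near maximal dose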
# TRPC4 block = inhibitors of mouse TRPC4 channel; HEK293 TRPC4beta/mu-opioid, DAMGO-evoked Fluo4 calcium flux; stronger effect = lower value; B-score at 10 µM; hit rate 0.39% among 300,000; AID 2247;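 active = B-score over 3 SD under the library average, no early fluorescence shift, positive overall ratio signal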
#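 Assay system: Stable TRPC4beta/mu-opioid receptor HEK293 cells | Reagent: DAMGO in two steps, submaximal then maximal | Compound dosing: Single concentration per test compound | Signal: Fluo4 Ca2+ flux fluorescence | Evaluation: Per-well B score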
# TRPC4 PAM = TRPC4 (mouse) allosteric potentiation. Q9QUQ5. HEK293 TRPC4beta/mu-opioid, DAMGO EC20, Fluo-4 Ca2+ flux; stronger effect = higher value. B-score at 10 µM. hit rate 0.42% among 310,000. AID 2227;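 active = B-score of calcium response area above 5 SD of library B-scores, with initial fluorescence ratio within 5 SD of library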;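 also: B-score of integrated fluorescence ratio over time as area under calcium response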
# TRPC4 act = opens the mouse TRPC4 cation channel | B-score at 10 µM | HEK293 TRPC4beta/mu-opioid, Fluo4 calcium fluorescence; stronger effect = higher value | hit rate 0.49% among 310,000;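 active = B-score above 5 SD of library B-scores, and initial fluorescence ratio not above library mean plus 5 SD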;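 also: positive B-score marks a calcium rise read as TRPC4 activation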
#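 Assay system: HEK293 cells stably co-expressing mouse TRPC4beta and mu-opioid receptor / Timing: Fluo4 dye loading 45 min at room temperature, 110 s recording / Signal: Fluo4 calcium-sensitive dye fluorescence, kinetic, 1 Hz baseline / Read-out: integrated baseline-normalised fluorescence ratio, converted to per-well B score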
# TRPC6 inhibitor = mouse TRPC6 channel inhibition; Q61143; B-score at 10 µM; HEK293-TRPC6, membrane potential dye, ACh-evoked depolarization; stronger effect = lower value; hit rate 1.1% among 310,000;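 active = B-score under library mean minus 3 SD, initial fluorescence not abnormally high, positive integrated signal ratio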;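 also: B-score derived from integrated fluorescence ratio over the kinetic read; more negative B-score means stronger inhibition of depolarization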
# Target sequence (Q61143 whole entry, looked up): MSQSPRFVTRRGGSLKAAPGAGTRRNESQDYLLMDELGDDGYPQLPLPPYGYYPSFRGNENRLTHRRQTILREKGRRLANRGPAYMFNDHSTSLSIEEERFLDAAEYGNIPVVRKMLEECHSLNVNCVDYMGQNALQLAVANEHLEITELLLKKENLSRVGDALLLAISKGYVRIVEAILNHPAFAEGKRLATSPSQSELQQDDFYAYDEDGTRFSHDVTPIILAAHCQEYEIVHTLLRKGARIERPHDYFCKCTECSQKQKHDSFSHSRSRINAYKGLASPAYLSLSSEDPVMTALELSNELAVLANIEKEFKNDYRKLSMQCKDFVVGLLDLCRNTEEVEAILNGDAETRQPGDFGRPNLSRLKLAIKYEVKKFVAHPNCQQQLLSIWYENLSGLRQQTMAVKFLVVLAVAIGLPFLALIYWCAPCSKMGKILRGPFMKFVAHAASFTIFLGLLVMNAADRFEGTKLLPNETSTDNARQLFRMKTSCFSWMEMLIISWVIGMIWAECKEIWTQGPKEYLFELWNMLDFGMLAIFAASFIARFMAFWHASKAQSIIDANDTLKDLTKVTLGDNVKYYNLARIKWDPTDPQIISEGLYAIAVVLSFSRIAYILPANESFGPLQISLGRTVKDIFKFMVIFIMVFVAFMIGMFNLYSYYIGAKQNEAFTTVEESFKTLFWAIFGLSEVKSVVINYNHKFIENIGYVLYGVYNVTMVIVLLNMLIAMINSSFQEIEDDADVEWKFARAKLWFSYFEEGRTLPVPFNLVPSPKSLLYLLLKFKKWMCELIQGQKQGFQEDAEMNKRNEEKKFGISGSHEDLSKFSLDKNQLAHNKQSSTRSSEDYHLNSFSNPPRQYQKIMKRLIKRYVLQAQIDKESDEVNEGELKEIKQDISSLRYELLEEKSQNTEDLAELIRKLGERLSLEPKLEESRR
# aSyn 5UTR inh = 5' untranslated region of α-synuclein, MLPCN primary screen | alpha-synuclein 5'UTR reporter, inhibitor activity | inhibition, % (tested at 7.5 µM) | hit rate 0.82% among 300,000 | AID 1813; in the data active = inhibition above about 60%;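 also: H4 neuroglioblastoma cells stably carrying SNCA 5'UTR luciferase fusion; 0% = DMSO wells and 100% = positive control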
# HIF activator = HIF pathway transcriptional activation. AID 1910. activation, % at 7.5 µM (by protocol). hit rate 0.32% among 300,000. U2OS HRE-luciferase reporter, luminescence; normalized: DMSO 0%, desferrioxamine 100%;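 active = mean activation of at least 10% of the iron chelator positive control signal, with at least half of replicates also reaching 10%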
# IEC-6 cytotox = kills IEC-6 intestinal cells in KLF5 counter-screen; IEC-6 cytotoxicity, luminescence viability; inhibition, % at 5 µM; hit rate 0.78% among 290,000; AID 1825; in the data active = inhibition above about 22%;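 also: 0% = plate median of test compound wells and 100% = cytotoxic reference compound wells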
# TRPC6 activator = activates the mouse TRPC6 cation channel; Q61143; HEK293-TRPC6 membrane potential dye fluorescence; stronger effect = higher value; B-score at 10 µM; hit rate 0.13% among 310,000; AID 2550;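 active = B-score of the integrated fluorescence ratio above library mean plus 3 SD, and starting fluorescence ratio within library mean plus 5 SD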;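 also: higher score means more depolarization so channel activation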
# KLF5 inhibitor = suppresses KLF5 promoter-driven expression. DLD-1 KLF5 promoter-luciferase reporter, luminescence. inhibition, % at 5 µM. hit rate 0.23% among 290,000;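 active = inhibition above a per-plate limit of that plate's mean compound inhibition plus 3 SD, cut at about 60% in these data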;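 also: 0% = DMSO wells and 100% = LY294002 at 200 µM; higher means less KLF5 promoter-driven luciferase light; inactives centre near -14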
# * marks the source's active call; other numbers are inactive results; i = inactive; . = no result given.
SMILES,SKKanGAS inh,MrgX1 antagonist,TRPC4 block,TRPC4 PAM,TRPC4 act,TRPC6 inhibitor,aSyn 5UTR inh,HIF activator,IEC-6 cytotox,TRPC6 activator,KLF5 inhibitor
COc1c2ccoc2c(OC)c2oc(=O)ccc12,2,i,i,i,i,i,20,0.1,.,i,.
O=C(Nc1ccc2c(c1)OCO2)C1CCN(S(=O)(=O)c2cccs2)CC1,6,i,i,i,i,i,-64,0.7,-8,i,-20
CCN(CC)S(=O)(=O)c1ccc2[nH]c(=O)cc(C(=O)NCC3CCCO3)c2c1 (stereo unspecified),-12,i,i,i,i,i,3,1.1,.,i,.
CC/C(=N\Nc1ccc([N+](=O)[O-])cc1[N+](=O)[O-])c1ccc(O)cc1,0,i,i,i,i,i,9,-1.2,8,i,-25
Cc1ccc(-n2ncc(Cl)c2C(=O)NC2CC2)cc1,10,i,i,i,i,i,-153,2.6,8,i,-91
N/C(=N\OC(=O)CSc1ccccc1)c1ccccn1,-9,i,i,i,i,i,-88,2.6,-7,i,-97
O=C(O)c1ccc(S(=O)(=O)N2CCCCCC2)cc1,11,i,i,i,i,i,11,-0.2,0,i,-37
O=C(NCCN1CCN(c2ccccc2)CC1)c1ccccc1F,-1,i,i,i,i,i,-5,0.4,-3,i,-45
COc1ccc(CNC(=O)c2sc(=S)n(-c3ccc(OC)cc3)c2N)cc1,-20,i,i,i,i,i,-26,0.1,-3,i,-17
Cc1ccccc1OCC(O)CNC1CCC(NCC(O)COc2ccccc2C)CC1 (stereo unspecified),2,i,i,i,i,i,99*,-0.8,101*,i,-34
Cc1c(C)c2ccc(OC(C)C(=O)N3CC[C@@]4(O)CCCC[C@H]4C3)cc2oc1=O (stereo partly specified),-2,i,i,i,i,i,13,-0.2,-4,i,8
O=C1c2nc3cc(-c4ccco4)[nH]n3c(=O)c2CN1C1CCCCC1,20,i,i,i,i,i,13,0.1,0,i,-17
O=C(O)CCc1nn2c3ccccc3n(CCO)c2nc1=O,1,i,i,i,i,i,-10,0.2,-1,i,-7
O=c1cnn(-c2ccccc2)c(-c2ccccc2)c1,-9,i,.,i,i,i,-29,1.7,2,i,-26
Cc1ccc(C2=NS(=O)(=O)N(C)C(C(=O)NC3CCCC3)=C2)cc1,5,i,i,i,i,i,-14,31*,3,i,-23
CCc1nc2sc3c(Cl)ncnc3c2c2c1CCCC2,4,i,i,i,i,i,-1,0.0,-2,i,-19
Cc1ccc(N2CC(C(=O)Nc3cccnc3)CC2=O)cc1C (stereo unspecified),-5,i,i,i,i,i,4,-0.2,9,i,-4
Cc1cc(C)nc(SCc2ccc(C(=O)NN=C3CCCC3)cc2)n1,-4,i,i,i,i,i,2,1.7,8,i,-33
CC(=O)NCCC(=O)N1CCc2c([nH]c3ccccc23)C1c1cccc(C)c1 (stereo unspecified),-6,i,i,i,i,i,-20,3.6,2,i,-17
COc1ccc(-c2coc3cc(OC)cc(O)c3c2=O)cc1,0,i,i,i,i,-8.6*,-130,5.4,-8,i,-107
COC(=O)C(Cc1ccccc1)NC(=O)CSc1nc(C)cc(=O)[nH]1 (stereo unspecified),-1,i,i,i,i,i,1,0.5,-2,i,-40
Cn1c(SCc2ccccc2C#N)nnc1-c1ccncc1,-3,i,i,i,i,i,3,-8.1,0,i,1
COc1ccc(NC(=O)N2CCC(n3nnc4cc(C)ccc43)CC2)cc1,4,i,i,i,i,i,8,1.0,6,i,-11
O=C(CCN1C(=O)/C(=C/c2ccccc2Cl)SC1=S)NNC(=O)c1cccnc1,7,i,i,i,i,i,-21,0.1,-2,i,6
O=C(NNC(=S)Nc1ccc(Cl)cc1)c1ccccc1,3,i,i,i,i,i,-87,2.2,-1,i,-110

# Next part.
SMILES,SKKanGAS inh,MrgX1 antagonist,TRPC4 block,TRPC4 PAM,TRPC4 act,TRPC6 inhibitor,aSyn 5UTR inh,HIF activator,IEC-6 cytotox,TRPC6 activator,KLF5 inhibitor
c1ccc(NCc2nnc3n2CCCCC3)cc1,8,i,i,i,i,i,-20,-0.3,0,i,-25
COc1ccc(NC(=O)C(OC(=O)c2ccc([N+](=O)[O-])o2)c2ccccc2)cc1Cl (stereo unspecified),19,i,i,i,i,i,-30,-0.2,6,i,-74
CC(=O)N1CC(C)Oc2ccc(S(=O)(=O)NC(CC(=O)O)c3ccccc3C)cc21 (stereo unspecified),-1,i,i,i,i,i,7,0.2,-2,i,3
COC(=O)C1CCN(C(=O)C(C)Oc2ccc(Cl)cc2Cl)CC1 (stereo unspecified),-13,-9.9*,i,i,i,i,-22,0.2,2,i,3
CC(=O)N1CCCc2cc(S(=O)(=O)Nc3cccc(C)c3C)ccc21,0,i,i,i,i,i,8,-0.4,2,i,-16
Cc1cc(C)nc(/N=C(\NC(=O)C(C)(C)C)Nc2ccccc2)n1,-9,i,i,i,i,i,-7,1.0,4,i,10
COc1cccc(C2[C@H](C)C3(CCN2C)OCCO3)c1 (stereo partly specified),-5,i,i,i,i,i,16,-0.4,2,i,-5
NC(=O)C(=O)N/N=C/c1c2ccccc2cc2ccccc12,1,i,i,i,i,i,1,-0.3,9,i,-5
Cc1ccc(C)n1-c1ccc(C(=O)NN)cc1,-16,i,i,i,i,i,-14,-0.6,4,i,-5
Cc1cc(CN(C)C(=O)c2cc(COc3ccc(C)c(C)c3)on2)n[nH]1,-8,i,i,i,i,i,-13,0.5,2,i,-27
Cc1[nH]c2ccccc2c1C(=O)COc1ccccc1,-9,i,i,i,i,i,-113,1.2,4,i,-35
Cn1c2ccc(F)cc2c2nc3ccccc3nc21,41,i,i,i,i,i,-16,-0.3,9,i,-52
Cc1ccc(-n2nc(C)c3c2OC(N)=C(C#N)C3c2ccc(C)o2)cc1 (stereo unspecified),-1,i,i,i,i,i,-58,0.4,-4,i,1
C=CC1=C(C(=O)O)N2C(=O)C(NC(=O)Cc3ccccc3)C2SC1 (stereo unspecified),95*,i,i,i,i,i,3,-0.3,0,i,-10
O=C1CCCN1CCCNc1ncnc2c1cnn2-c1ccc(Cl)cc1,2,i,i,i,i,i,-152,0.2,-2,i,-41
CN(C)CC(C(=O)c1ccccc1)c1ccccc1 (stereo unspecified),-5,i,i,i,i,i,-171,0.6,4,i,-6
COc1ccc(CNC(=O)COc2ccc(S(=O)(=O)N3CCCCC3)cc2)cc1,-1,i,i,i,i,i,-2,0.3,-1,i,1
Cc1nn(-c2ccccn2)c2c1-c1nc(N3CCOCC3)ncc1CC2,1,i,i,i,i,i,-21,0.1,-1,i,-10
COc1ccc(-c2nnc(SCC(=O)NC3CCCCC3)o2)cc1,-6,i,i,i,i,i,-5,-0.4,-1,i,9
COc1cccc(-n2nnnc2SCC(=O)c2ccc(NC(C)=O)cc2)c1,11,i,i,i,i,i,-3,0.1,-5,i,-18
COc1ccc(N2CCN(C(=O)Cn3cnc4c3c(=O)n(C)c(=O)n4C)CC2)cc1,-6,i,i,i,i,i,6,0.2,-1,i,7
CCOc1ccc(CC2S/C(=N/N=C/c3ccco3)NC2=O)cc1 (stereo unspecified),-1,i,i,i,i,i,22,-0.8,3,i,-8
O=C(NC(Cc1ccccc1)C(=O)O)/C(=C/c1ccc(Cl)cc1)NC(=O)c1ccco1 (stereo unspecified),0,i,i,i,i,i,-2,-0.8,2,i,-27
Clc1nc2ccccc2cc1-c1nnn(-c2ccccc2Br)n1,32,i,i,i,i,i,-128,3.4,.,i,.
Cc1ccc(C(=O)COC(=O)CNC(=O)C(c2ccccc2)c2ccccc2)cc1[N+](=O)[O-],11,i,i,i,i,i,-9,-20,0,i,-16

# One compound at a time (already shown). Order of values: SKKanGAS inh	MrgX1 antagonist	TRPC4 block	TRPC4 PAM	TRPC4 act	TRPC6 inhibitor	aSyn 5UTR inh	HIF activator	IEC-6 cytotox	TRPC6 activator	KLF5 inhibitor
# Entry for CC(=O)N1CCCc2cc(S(=O)(=O)Nc3cccc(C)c3C)ccc21 : 0	i	i	i	i	i	8	-0.4	2	i	-16
# Entry for O=C(NC(Cc1ccccc1)C(=O)O)/C(=C/c1ccc(Cl)cc1)NC(=O)c1ccco1 (stereo unspecified) : 0	i	i	i	i	i	-2	-0.8	2	i	-27

# New compounds follow:
SMILES,SKKanGAS inh,MrgX1 antagonist,TRPC4 block,TRPC4 PAM,TRPC4 act,TRPC6 inhibitor,aSyn 5UTR inh,HIF activator,IEC-6 cytotox,TRPC6 activator,KLF5 inhibitor
CCC1=C(OC(=O)c2ccccc2)C(C)(C)C(c2ccccc2)OC1=O (stereo unspecified),11,i,i,i,i,i,-25,-0.4,4,i,1
O=C(Nc1cccc([N+](=O)[O-])c1)Nn1cnnc1,4,i,i,i,i,i,-22,0.5,0,i,-3
C/C(=N\NC(=O)c1ccco1)c1ccc(NC(=O)C(F)(F)F)cc1,-5,.,i,i,i,i,-42,1.2,1,i,-40
COc1ccc(-n2c(C)cc(C(=O)Cn3nc(C(=O)O)c4ccccc4c3=O)c2C)cc1,46,i,i,i,i,i,-2,0.1,6,i,-10
Cc1csc(NC(=O)CN2C(=O)C3CC=CCC3C2=O)n1 (stereo unspecified),-5,i,i,i,i,i,-5,-0.3,-4,i,-36
O=C(Nc1cc2c(cc1Cl)OCCCO2)c1ccco1,-2,i,i,i,i,i,-144,5.4,4,i,-48
Cn1c(=O)c(=O)n(C)c2cc(S(=O)(=O)NCCc3ccccc3)ccc21,1,i,i,i,i,i,41,-0.8,8,i,-23
Oc1ccccc1N1CCN(C(c2ccccc2)c2ccccc2)CC1,19,i,i,i,i,i,-5,0.8,-4,i,19
Cc1ccccc1C(=O)Nc1nnc(SCC(=O)NC2CC2)s1,0,i,i,i,i,i,-46,1.3,7,i,-86
O=C(NNC(=O)c1cccc(Br)c1)Nc1ccc(Cl)cc1,-2,i,i,i,i,i,44,-0.7,1,i,-5
Cc1nn(CCC#N)c2nc(-c3ccccc3)cc(C(F)(F)F)c12,-7,i,i,i,i,i,22,1.4,-3,i,-47
COc1cccc(-n2nnnc2SCC(=O)NCc2ccc3c(c2)OCO3)c1,3,i,i,i,i,i,9,0.1,2,i,-28
O=C(CN(C(=O)CCC(=O)Nc1nccs1)c1cccc(F)c1)NCC1CCCO1 (stereo unspecified),2,i,i,i,i,i,-8,0.2,2,i,26
COc1ccc(C2(C(=O)N3CCC(n4nc(-c5ccccc5)oc4=O)CC3)CC2)cc1,2,i,i,i,i,i,31,0.7,5,i,-3
O=C(NCCCN1CCCC1=O)C1CCN(S(=O)(=O)N2CCOCC2)CC1,-2,.,i,i,i,i,-14,-0.4,3,i,23
Cn1c(=O)[nH]c(=O)c2c1nc(SCCN1CCOCC1)n2CCCc1ccccc1,-2,i,i,i,i,i,5,-0.3,-3,i,-4
